PKA-R1A act: activators of PKA-R1A holoenzyme, primary screen, biochemical, fluorescence polarization, Cy5-IP20, bovine R1A, mouse PKAc; cAMP-dependent protein kinase type I-alpha regulatory subunit (Bos taurus) + …; PKA-R1A dissociation; scaled: DMSO 0%, 113 µM cGMP 100%; activation, % at 11.4 µM; AID 504707, 2011; hit rate 0.083% among 340,000;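 active means percent activation above the mean of all tested compounds plus 3 SD, cut at about 19% in these data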;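 further: higher means more PKAc released from R1A so a rise in polarization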
Arrestin-AP2 inh: inhibitors of beta-arrestin/AP2 binding, primary screen, biochemical, GPCR trafficking, flow cytometry; FITC-arrestin peptide / GST-AP2 beads; AP2 beta2 appendage carries R879A mutation; inhibition, % at 10 µM; hit rate 0.31% among 340,000;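 active means inhibition above a set limit, near 3 SD of compounds lacking own fluorescence, cut at about 54% in these data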;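 further: plate controls were DMSO wells for no effect and 5 µM unlabelled arrestin peptide for full effect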
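Material – AP2 appendage R879A on GSH beads · Buffer or medium – PBS with 0.05% Tween 20 and 0.1% BSA · Probe or stimulus – fluorescein-tagged arrestin peptide at 50 nM final · Incubation – compound with beads 12 min RT, then probe 1 h RT · Detection – high-throughput flow cytometry of beads, ex 488, em 535 nm · Evaluation – percent response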
PKA-R2B act: activators of PKA-R2B holoenzyme, primary screen, biochemical, fluorescence polarization, Cy5-IP20, human. hit rate 0.079% among 340,000. activation, % at 11.4 µM. PKA-R2B holoenzyme dissociation; R2B truncated from residue 108, S112A mutant; 0% DMSO only, 100% 113 µM cGMP. cAMP-dependent protein kinase catalytic subunit beta (Homo sapiens) + cAMP-dependent …;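 active means activation above a cutoff set at the mean over all compounds plus 3 SD, cut at about 18% in these data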;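 further: higher means more holoenzyme dissociation and a rise in polarization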
Target sequence (P31323 whole entry, looked up, other chains not shown, the tested form may be a part): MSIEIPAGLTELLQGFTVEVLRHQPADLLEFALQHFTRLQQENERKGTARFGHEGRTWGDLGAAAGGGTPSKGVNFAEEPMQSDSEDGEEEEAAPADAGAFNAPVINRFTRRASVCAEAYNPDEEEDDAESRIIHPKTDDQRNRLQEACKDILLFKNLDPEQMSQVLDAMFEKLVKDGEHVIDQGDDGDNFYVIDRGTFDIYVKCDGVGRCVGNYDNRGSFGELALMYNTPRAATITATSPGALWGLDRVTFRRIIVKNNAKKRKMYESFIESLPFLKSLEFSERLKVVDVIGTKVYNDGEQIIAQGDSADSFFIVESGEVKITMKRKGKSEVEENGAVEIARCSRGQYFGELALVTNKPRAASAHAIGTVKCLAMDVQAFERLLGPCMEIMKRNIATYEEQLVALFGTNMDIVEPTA
HTR5A inv ag: HTR5A inverse agonists in luminescence cell assay, primary screen, counter-screen for OPRM1-OPRD1 heterodimer inverse agonist project, full-deck HTS; inhibition, % at 9.3 µM; AID 504634, 2011; HTR5A cell line, inverse agonism; hit rate 0.083% among 340,000; 5-hydroxytryptamine receptor 5A (Homo sapiens), P47898; in the data active means inhibition mostly above about 23%, no sharp cut-off; inactive means mostly below about 18%;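 further: 0% = cells with DMSO and 100% = no-cell wells with DMSO; some compounds called inactive have numbers as strong as hits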
Target sequence (P47898 whole entry, looked up): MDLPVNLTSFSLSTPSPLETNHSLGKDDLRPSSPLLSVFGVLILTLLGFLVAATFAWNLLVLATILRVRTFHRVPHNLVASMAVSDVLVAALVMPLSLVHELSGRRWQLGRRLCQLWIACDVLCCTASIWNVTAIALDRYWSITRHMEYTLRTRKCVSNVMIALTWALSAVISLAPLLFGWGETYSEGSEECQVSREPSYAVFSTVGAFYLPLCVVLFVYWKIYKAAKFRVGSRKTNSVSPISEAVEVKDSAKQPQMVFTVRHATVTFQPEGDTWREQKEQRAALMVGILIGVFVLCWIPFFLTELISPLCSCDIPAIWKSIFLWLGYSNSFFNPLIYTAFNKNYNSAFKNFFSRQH
OPRM1-OPRD1 ag: agonists of OPRM1-OPRD1 heterodimerization, primary screen, cell-based, luminescence. cells. activation, % at 9.3 µM. hit rate 0.3% among 340,000. AID 504326, 2011; in the data active means activation above about 18%;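 further: 0% = vehicle-treated cells and 100% = reference agonist; values of inactives mirror those of a sister screen read the other way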
DAGLB inhibitor: DAGLB lipase inhibitors, primary screen, biochemical, fluorescence, HTS; HEK293T DAGLB membrane lysate, EnzChek fluorogenic substrate; inhibition, % at 5.17 µM; AID 504411, 2011; hit rate 0.059% among 340,000; in the data active means inhibition above about 34%;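 further: 0% = enzyme with vehicle and 100% = wells lacking enzyme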
HTR5A ag: HTR5A agonists in luminescence cell assay, primary screen, counter-screen for OPRM1-OPRD1 heterodimer agonist project, full-deck HTS | 5-hydroxytryptamine receptor 5A (Homo sapiens), P47898 | cell-based | activation, % at 9.3 µM | hit rate 0.61% among 340,000 | AID 504692, 2011; in the data active means activation mostly above about 9.5%, no sharp cut-off; inactive means mostly below about 7.6%;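 further: 0% = cells with vehicle only and 100% = reference agonist; strong numbers were not always called active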
V-ATPase pHluor: regulators of yeast V-ATPase proton pumping, primary screen, pHLuorin cytosolic pH fluorescence; S. cerevisiae; response, % at 10 µM; hit rate 0.37% among 350,000; AID 504577, 2011; in the data active means response mostly above about 7.3%, no sharp cut-off; inactive means mostly below about 5.4%; further: actives read high; inactives centre near 0; some compounds called inactive have numbers as strong as hits; reference of the scale not given here
OPRM1-OPRD1 inv: inverse agonists of MOR-DOR heterodimerization, primary screen, cell-based, luminescence; inhibition, % at 9.3 µM; Mu-type opioid receptor (Homo sapiens) + Delta-type opioid receptor (Homo sapiens), …; AID 504357, 2011; cell-based MOR-DOR heterodimer luminescence, inverse agonism; hit rate 0.21% among 340,000; in the data active means inhibition above about 22%, passing the limit was not always enough;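 further: 0% = cells with DMSO and 100% = wells without cells with DMSO; values of inactives mirror those of a sister screen read the other way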
Pemphigus Ab inh: inhibitors of pemphigus antibody binding to DSG3, primary screen, biochemical, bead-based, flow cytometry, scFv-GFP; Desmoglein-3 (Homo sapiens), P32926; DSG3-coupled beads, scFv-anti-DSG3-GFP binding; hits give low values; binding (percent of control), % at 10 µM; hit rate 0.48% among 310,000; AID 588358, 2011;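 active means binding more than 3 SD below its plate's average and above zero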;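 further: hits lower antibody fragment binding to DSG3; some compounds called inactive have numbers as strong as hits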
* hit, by the source's call; . = not tested or not shown.

SMILES	PKA-R1A act	Arrestin-AP2 inh	PKA-R2B act	HTR5A inv ag	OPRM1-OPRD1 ag	DAGLB inhibitor	HTR5A ag	V-ATPase pHluor	OPRM1-OPRD1 inv	Pemphigus Ab inh
Cc1ccccc1Cn1ccc(NC(=O)c2cnn3c2NC(c2ccccc2)CC3C(F)(F)F)n1 (stereo not drawn)	-5	2	-11	-15	2.7	3	6	-1	-15	102
C#CCOc1ccc(CNC[C@H]2O[C@@H](n3cnc4c(N)ncnc43)[C@H](O)[C@@H]2O)cc1	2	16	3	3	-1.6	0	-1	-3	8	103
O=C(NCc1ccccn1)C(=O)NCC1OCCCN1S(=O)(=O)c1ccc(F)cc1 (stereo not drawn)	0	26	-11	-6	-2.6	-1	6	2	14	.
CCOc1ccc(C2C(C(=O)Nc3ccccc3)=C(C)N=c3s/c(=C/c4cccc(OCC(=O)O)c4)c(=O)n32)cc1 (stereo not drawn)	-4	16	3	5	-2.5	5	-2	-2	12	102
Nc1c(C(=O)N/N=C/c2cccnc2)cnn1-c1ccccc1	0	2	-6	13	0.6	-1	6	-1	-4	96
O=c1c2ccccc2nc(SCc2cn3ccsc3n2)n1-c1ccc(F)cc1	5	12	-5	3	-2.3	2	3	4	13	106
O=C(O)c1ccc(COc2ccc([N+](=O)[O-])cc2Cl)cc1	3	.	5	.	.	-3	.	-5	.	100
COc1ccccc1/C=C(\NC(=O)c1ccc(OC)c(OC)c1)C(=O)Nc1cccc([N+](=O)[O-])c1	1	-6	9	11	-3.1	2	-4	-4	16	100
CCCCOc1ccccc1Cn1c(=O)oc2ccccc21	3	-5	-12	12	2.9	-10	-6	-5	-17	103
Cc1nnsc1NC(=O)OCc1ccc(C(C)(C)C)cc1	-8	-1	-7	-12	5.7	-6	5	-5	-32	98
NC(=O)c1c(N)sc2c1CCCCC2	-4	-5	4	-18	0.1	-2	-3	4	-1	104
Cc1ccc(S(=O)(=O)N(C)CC(=O)Nc2cccnc2)cc1	4	3	5	-13	-1.5	0	2	-1	9	102
CCC(C)(C)C1CCc2[nH]nc(C(=O)NCc3ccc(Cl)cc3)c2C1 (stereo not drawn)	3	-3	4	-8	1.1	-3	-2	-2	-6	106
Cc1ccc2ncnc(Nc3cccc(C(=O)O)c3)c2c1	-6	14	9	-9	-2.1	0	3	-1	12	101
Cc1nc2nc(SCC(=O)NCCCN3CCCC3)nn2c(C)c1Cc1ccccc1Cl	-4	25	7	9	-0.9	-3	-1	-1	6	94
CC(/C=N/NC(=O)c1cc(C2CC2)[nH]n1)=C\c1ccccc1	-1	-11	2	2	-0.1	1	-2	3	1	109
COc1cccc(C(=O)NC2=NCCS2)c1	1	-13	-11	-16	-2.1	-2	1	0	11	93
COc1ccccc1NS(=O)(=O)c1cccc(C(=O)NN)c1	-11	2	-10	9	-1.6	2	1	3	9	103
Cc1ccsc1C(=O)NCCC(c1ccccc1)c1ccccc1	2	22	-12	11	-2.7	-11	1	-2	13	109
C=CCOc1ccc(/C=C/C(=O)OCC(=O)NCc2ccco2)cc1	1	0	8	-40	-0.4	-2	13	-2	2	104
COc1ccc2ccccc2c1CN1CCN(C(=O)c2ccco2)CC1	4	-4	1	13	-1.3	4	-5	4	7	114
O=C(Nc1ccc2oc(-c3ccccc3)nc2c1)c1cccs1	8	-5	-3	-32	0.0	-4	0	-6	0	95
CN1CCCN(C(=O)c2ccc(Cl)c(S(=O)(=O)N(C)c3ccccc3)c2)CC1	5	-5	3	3	-0.1	4	0	-2	0	98
O=C1/C(=C/c2cccs2)N=C(c2cccs2)N1Nc1ccccc1	3	28	-1	18	4.0	2	-4	1	-23	103
CC(=O)Nc1ccc2nc(-c3ccco3)[nH]c2c1	-2	12	13	41	0.7	0	0	-3	-3	108
O=C(N/N=C/c1ccc2nccnc2c1)c1cccc([N+](=O)[O-])c1	1	8	-3	1	-2.1	0	0	2	10	119
CCOC(=O)c1cccc(NC(=O)CSc2nnc(C)n2Cc2ccccc2)c1	-2	-6	1	1	-2.8	2	2	-2	16	106
O=C(COC(=O)CCOc1ccccc1)NCc1ccco1	-14	-5	12	-3	-1.9	-3	3	1	11	108
O=Nc1c(O)n(Cc2cccc(C(F)(F)F)c2)c2ccccc12	-13	22	-10	-8	4.7	-15	12	-5	-24	88
CC(=O)OC1CCC2C3CCC4OC(=O)CCC4C3CCC12C (stereo not drawn)	5	-13	1	18	5.5	-1	-5	1	-29	90
Cc1cccc(N2CCN(C(=O)c3ccc(NC(=O)CC4SC(N5CCCC5)=NC4=O)cc3)CC2)c1C (stereo not drawn)	3	-3	-19	-21	2.0	4	3	-1	-8	99
CCN(CC)c1ccc(C2C(C(=O)OC(C)C)C(=O)CC(C)(O)C2C(=O)OC(C)C)cc1 (stereo not drawn)	9	1	2	-6	7.5	-5	1	-4	-44	99
COc1c(Cl)cc(-c2noc(C)c2C(=O)NCc2ccc3c(c2)OCO3)cc1Cl	5	2	4	1	3.7	-6	0	-3	-19	111
c1ccc2nc3c(nc2c1)c1ccccc1n3CCN1CCOCC1	-8	5	2	11	-1.5	-1	2	1	8	102
CC(=O)Nc1ccc(NC(=O)COc2ccc(Br)cc2C)cc1	-9	21	5	13	-2.4	2	0	-5	12	81
COc1cccc(-n2nnc3c(=O)n(CC(=O)N4CCCCC4)cnc32)c1	-4	1	10	-10	-2.1	-2	3	0	11	95
CCCCCCCC(=O)N1c2ccccc2NC(=O)C1CC(=O)Nc1ccc(C(=O)O)cc1 (stereo not drawn)	-5	11	-1	6	-3.1	2	-3	-1	16	94
O=C(COC(=O)c1cncc(Br)c1)Nc1ccc(F)c(F)c1F	2	-19	-6	10	-2.3	1	-4	7	12	108
O=C(Cc1ccc(S(=O)(=O)N2CCCC2)s1)Nc1cccc([N+](=O)[O-])c1	-6	3	-6	12	-4.0	-1	0	-2	15	.
CO/C([O-])=N/c1c[n+](-c2ccc(Cl)cc2)no1	-9	-6	-5	4	-3.0	3	3	-2	18	97

A second format for part of the listing above:
| smiles | PKA-R1A act | Arrestin-AP2 inh | PKA-R2B act | HTR5A inv ag | OPRM1-OPRD1 ag | DAGLB inhibitor | HTR5A ag | V-ATPase pHluor | OPRM1-OPRD1 inv | Pemphigus Ab inh |
| --- | --- | --- | --- | --- | --- | --- | --- | --- | --- | --- |
| CC(=O)OC1CCC2C3CCC4OC(=O)CCC4C3CCC12C (stereo not drawn) | 5 | -13 | 1 | 18 | 5.5 | -1 | -5 | 1 | -29 | 90 |
| Cc1ccc(S(=O)(=O)N(C)CC(=O)Nc2cccnc2)cc1 | 4 | 3 | 5 | -13 | -1.5 | 0 | 2 | -1 | 9 | 102 |
| COc1ccc2ccccc2c1CN1CCN(C(=O)c2ccco2)CC1 | 4 | -4 | 1 | 13 | -1.3 | 4 | -5 | 4 | 7 | 114 |
| Cc1ccc2ncnc(Nc3cccc(C(=O)O)c3)c2c1 | -6 | 14 | 9 | -9 | -2.1 | 0 | 3 | -1 | 12 | 101 |
| CC(=O)Nc1ccc2nc(-c3ccco3)[nH]c2c1 | -2 | 12 | 13 | 41 | 0.7 | 0 | 0 | -3 | -3 | 108 |
| CCCCOc1ccccc1Cn1c(=O)oc2ccccc21 | 3 | -5 | -12 | 12 | 2.9 | -10 | -6 | -5 | -17 | 103 |

Part of the list above, limited to HTR5A ag:
Structure	HTR5A ag
Cc1nc2nc(SCC(=O)NCCCN3CCCC3)nn2c(C)c1Cc1ccccc1Cl	-1
CCOc1ccc(C2C(C(=O)Nc3ccccc3)=C(C)N=c3s/c(=C/c4cccc(OCC(=O)O)c4)c(=O)n32)cc1 (stereo not drawn)	-2
Cc1nnsc1NC(=O)OCc1ccc(C(C)(C)C)cc1	5
CC(=O)Nc1ccc2nc(-c3ccco3)[nH]c2c1	0

The list goes on.
SMILES	PKA-R1A act	Arrestin-AP2 inh	PKA-R2B act	HTR5A inv ag	OPRM1-OPRD1 ag	DAGLB inhibitor	HTR5A ag	V-ATPase pHluor	OPRM1-OPRD1 inv	Pemphigus Ab inh
Cc1nc2cc(S(=O)(=O)N3CCC(C(=O)O)CC3)ccc2n1C1CCCC1	3	-11	-2	-2	-1.8	-1	4	-4	11	101
CCOc1cc(C(=O)NCc2ccco2)cc(OCC)c1OCC	-4	10	-8	5	0.8	-1	2	2	-4	118
COc1cccc(CN2CCN(S(=O)(=O)c3ccc(Cl)s3)CC2)c1	-3	1	16	8	12	-9	-2	7	-68	.
CCOC(=O)c1sc(NS(=O)(=O)c2ccc(C)cc2)nc1C	4	12	1	10	0.5	7	3	-5	-2	105
COc1ccc(Oc2ccccc2/C=C/C(=O)O)cc1	-4	-2	-1	-7	-1.0	0	9	4	6	.
COc1c(C)cccc1C(=O)NC(=S)Nc1ccccc1N1CCCC1	-10	8	-6	0	2.1	-18	0	1	-12	114
CCCCC(CC)CNC(=O)c1ncn[nH]1 (stereo not drawn)	1	9	-8	-4	-0.8	6	2	9	5	100
Fc1ccccc1CNCc1ccc2c(c1)OCO2	-2	4	4	-2	-2.9	-2	0	-1	14	120
Cc1nc2ccc(Nc3ccncc3)cc2s1	1	-7	-2	1	-0.3	-1	-4	-3	1	96
O=C(COC(=O)CC1CCCCC1)Nc1c(Cl)cccc1Cl	-11	-5	-2	14	0.9	-2	-6	-6	-3	.
O=c1ccc2c(o1)/C(=C/C=C(Cl)Cl)CCC2	-13	42	4	-13	-2.3	-4	-4	-6	10	115
CN(C)c1ccc(C(C(=O)NC(C)(C)C)N(C(=O)c2csnn2)C2CC2)cc1 (stereo not drawn)	4	5	-5	-8	-3.5	-1	6	-1	18	94
Cc1ccc(NC(=O)COC(=O)/C=C/c2ccccc2)cc1S(=O)(=O)N1CCOCC1	11	5	6	-4	1.4	0	5	-1	-7	97
CCOc1cc(C(=O)OCc2ccc([N+](=O)[O-])cc2)ccc1OCC(=O)N1CCOCC1	-5	-23	-10	-43	-0.1	-2	17*	-4	0	-15
O=C(O)CN1C(=O)/C(=C\c2cc(Br)ccc2OCc2ccccc2Cl)SC1=S	-10	5	-7	-21	-2.2	16	6	3	11	105

Screening results (PubChem)
